# Bioassay records (PubChem)
# Mtb BioA inh – inhibitors of Mycobacterium tuberculosis BioA enzyme | purified M. tuberculosis BioA enzyme, plate reader | inhibition, % at 9.99 µM | AID 602481 | 0.096% of 360,000 active; in the data active means inhibition above about 40%; inconclusive means no clear call, values can overlap the other calls
# UGM FP inh – Mtb UDP-galactopyranose mutase inhibition | P9WIQ1 | purified UGM, fluorescence polarization probe displacement | inhibition, % at 10 µM | 0.06% of 320,000 active; in the data active means inhibition above about 10%, passing the limit was not always enough; inconclusive means no clear call, values can overlap the other calls
# Target sequence (P9WIQ1 whole entry, looked up): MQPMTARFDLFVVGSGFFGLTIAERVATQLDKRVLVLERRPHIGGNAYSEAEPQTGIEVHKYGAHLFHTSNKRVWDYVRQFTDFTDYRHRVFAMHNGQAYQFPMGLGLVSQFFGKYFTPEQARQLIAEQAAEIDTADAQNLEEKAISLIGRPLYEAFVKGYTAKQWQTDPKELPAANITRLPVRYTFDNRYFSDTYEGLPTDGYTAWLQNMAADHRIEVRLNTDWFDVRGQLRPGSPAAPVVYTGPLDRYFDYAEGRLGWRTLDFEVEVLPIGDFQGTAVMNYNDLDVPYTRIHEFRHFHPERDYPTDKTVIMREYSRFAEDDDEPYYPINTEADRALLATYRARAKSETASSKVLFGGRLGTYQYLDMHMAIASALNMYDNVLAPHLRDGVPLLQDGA
# GDH-TPI inh – inhibits GDH-TPI coupling enzymes, artifact for Mtb FBA screen; GDH-TPI coupled enzyme counterscreen, NADH absorbance; AID 588335; 1.2% of 360,000 active; inhibition, % at 4.8 µM;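 further: 0% = DMSO wells and 100% = wells lacking the enzyme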
# FBA Mtb inh – inhibits M. tuberculosis FBA enzyme; P9WQA3; purified M. tuberculosis FBA, fluorescence read-out; inhibition, % at 1 µM; 2.3% of 360,000 active; AID 588726; in the data active means inhibition above about 27%;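 further: 0% = vehicle and 100% = reference inhibitor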
# Target sequence (P9WQA3 whole entry, looked up): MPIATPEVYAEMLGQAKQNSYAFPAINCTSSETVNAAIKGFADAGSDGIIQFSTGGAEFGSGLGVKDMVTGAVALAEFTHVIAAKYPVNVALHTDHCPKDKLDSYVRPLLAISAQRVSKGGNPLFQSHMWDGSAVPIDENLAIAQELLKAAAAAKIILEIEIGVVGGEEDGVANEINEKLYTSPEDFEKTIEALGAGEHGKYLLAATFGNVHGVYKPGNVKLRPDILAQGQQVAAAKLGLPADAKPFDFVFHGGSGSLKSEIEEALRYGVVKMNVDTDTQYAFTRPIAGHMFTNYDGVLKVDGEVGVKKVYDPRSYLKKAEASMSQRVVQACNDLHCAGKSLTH
# PrPC TRFRET – reduces human prion protein on the cell surface; cell surface PrPC, TR-FRET read-out; inhibition, % at 13.8 µM; 0.43% of 370,000 active; in the data active means inhibition above about 24%; further: 0% = median of the test wells and 100% = reference compound wells
# BoNT F protease – BoNT F light chain protease inhibition; Multiplex microsphere protease cleavage assay, flow cytometry; inhibition, % at 10 µM; 0.22% of 360,000 active; AID 588497; in the data active means inhibition above about 35%, passing the limit was not always enough; inconclusive means no clear call, values can overlap the other calls; further: plate controls were buffer without enzyme for full effect and enzyme alone for no effect
# BoNT-A LC inh2 – BoNT A light chain protease inhibition | multiplex microsphere protease substrate cleavage, flow cytometry | inhibition, % at 10 µM | 0.17% of 360,000 active | AID 588499; in the data active means inhibition above about 30%; inconclusive means no clear call, values can overlap the other calls; further: plate controls were buffer without enzyme for full effect and enzyme alone for no effect
# FadD28 binding – blocks FadD28 binding to the bisubstrate probe | fluorescence polarization | inhibition, % at 12.5 µM | 0.22% of 360,000 active; in the data active means inhibition above about 8.5%, passing the limit was not always enough; inconclusive means no clear call, values can overlap the other calls
# CCHFV vOTU inh – CCHFV vOTU protease inhibition; Pep-AMC fluorescence; inhibition, % at 11.5 µM; 0.55% of 370,000 active; further: 0% = vehicle wells with enzyme and 100% = no enzyme wells
# Numbers without * were called inactive; ? = inconclusive; nt = no result given; + = active, no number; & = joins results of further samples. Unless noted, no stated cut-off is given here; in the data, active means inhibition above about 30%; inactive means the rest.
# Start of the data: the first 2 records, to show the layout:
SMILES,Mtb BioA inh,UGM FP inh,GDH-TPI inh,FBA Mtb inh,PrPC TRFRET,BoNT F protease,BoNT-A LC inh2,FadD28 binding,CCHFV vOTU inh
CCOCC(=O)Nc1nnc(COc2ccc(Cl)cc2)s1,-2.1,-0.5,15,3,6,6,-0.7,1.4,-6
O=C(NCc1ccccc1Cl)C1CCCN(S(=O)(=O)c2cnc[nH]2)C1 (stereo not drawn),-0.3,-0.2,7,2,-6,-15,-1.1,-0.2,-6

# Results, from the first entry:
SMILES,Mtb BioA inh,UGM FP inh,GDH-TPI inh,FBA Mtb inh,PrPC TRFRET,BoNT F protease,BoNT-A LC inh2,FadD28 binding,CCHFV vOTU inh
CCOCC(=O)Nc1nnc(COc2ccc(Cl)cc2)s1,-2.1,-0.5,15,3,6,6,-0.7,1.4,-6
O=C(NCc1ccccc1Cl)C1CCCN(S(=O)(=O)c2cnc[nH]2)C1 (stereo not drawn),-0.3,-0.2,7,2,-6,-15,-1.1,-0.2,-6
Cc1cccc(NC(=O)C(C)N2C(=O)c3ccccc3S2(=O)=O)n1 (stereo not drawn),-0.7,0.6,-9,-1,-4,5,1.6,-3.0,-2
O=C(NCc1cccnc1)C(=O)NCC1OCCN1S(=O)(=O)c1ccccc1 (stereo not drawn),0.9,1.9,12,2,-4,3,-0.4,1.9,1
COc1ccc(NC(=O)/C(C#N)=C/c2ccc(Sc3nncn3C)c([N+](=O)[O-])c2)cc1,nt,0.4,-2,-1,-8,0,-1.3,-4.2,3
Cc1noc(C)c1COC(=O)c1ccc2ccccc2n1,0.6,-0.9,-3,8,-8,-10,0.3,1.3,9
O=C(NCC1CCCO1)C(=O)NCC(c1ccco1)N1CCN(c2ccc(F)cc2)CC1 (stereo not drawn),0.0,1.5,1,0,2,2,0.5,-1.5,2
COc1ccc(-c2nc(C#N)c(NCCc3ccccc3)o2)cc1,nt,0.7,13,80*,2,-26,-2.6,-0.6,-19
CC(=O)Nc1ccc(S(=O)(=O)N2CCNC(=O)CC2)cc1,-0.2,-2.0,8,1,3,3,-0.2,-0.6,14
Cc1ccc(C(=O)NNC(=O)C2CSC3(C)CCC(=O)N23)cc1 (stereo not drawn),nt,0.2,0,-1,0,12,3.8,-1.0,-5
CCC(C)(C(=O)Nc1ccccc1C)N(C(=O)CNC(C)=O)c1ccc(C)cc1 (stereo not drawn),nt,-0.3,-3,-2,-3,-1,0.2,-3.4,-5
Cc1ccc(S(=O)(=O)CC(=O)Nc2nccs2)cc1,nt,-2.0,-5,2,1,-4,1.2,-2.7,7
CCCn1c(SCC(=O)N2CCCc3ccccc32)nnc1-c1ccco1,-4.4,1.9,18,-5,-5,-6,1.0,-0.4,11
CCOc1ccc(Br)cc1S(=O)(=O)NC1=NCCCCC1,2.6,-2.2,0,-1,-4,-8,-0.4,-0.7,10
COCCn1nnnc1C(c1cccs1)N1CCCC(C)C1 (stereo not drawn),-0.1,-2.1,3,0,2,-7,-0.6,-0.7,-5
O=C(Cc1ccc(Cl)cc1)Nc1ccccc1N1CCOCC1,-1.5,1.7,-5,1,-3,-4,-0.1,-2.7,11
CCc1c(C)sc(NC(=O)C2CCCCC2C(=O)O)c1C(N)=O (stereo not drawn),-1.2,0.8,-6,0,4,-3,0.7,-4.6,11
COC(=O)[C@H]1Cc2c([nH]c3ccccc23)[C@H](c2ccccc2)N1,-0.4,1.1,-5,-1,9,-29,0.5,-3.1,-12
O=C(Nc1ccccc1)c1ccc(S(=O)(=O)N2CCC(C(=O)O)CC2)cc1,1.0,3.9,-3,2,-6,-1,0.2,-0.1,18
Nc1c(C(=O)NCCN2CCOCC2)c2nc3ccccc3nc2n1CCc1ccccc1,2.0,0.3,9,94*,-8,-20,14,-8.0,-93
c1cc2ccc3ccc(-n4cnnn4)c4ccc(c1)c2c34,-2.4,-0.5,15,21,1,-3,0.8,-5.1,-24
Cn1c(=O)c2c(nc(CN3CCC(C(N)=O)CC3)n2Cc2c(F)cccc2Cl)n(C)c1=O,3.7,0.7,12,3,5,6,-0.2,1.6,-13
CC(=O)c1c(C)[nH]c(C(=O)O)c1C,nt,-2.4,-4,-2,0,-5,-1.0,-1.2,-12
Cc1ccc(C(C)(C)NC(=O)C2CCC(=O)N(C3CCCCCC3)C2)cc1 (stereo not drawn),-0.2,0.1,6,-2,4,-5,0.5,-1.2,-8
COC(=O)c1cc2oc3ccccc3c2n1CC(=O)Nc1ccccc1OC,nt,0.1,2,4,5,-3,-0.1,0.3,7
CCn1cc(C(=O)NCc2ccc3c(c2)OCO3)c(=O)c2cc(F)c(N3CCN(C(=O)c4ccco4)CC3)cc21,nt,2.6,10,22,-8,8,-0.2,-0.9,-1
N#Cc1nc(-c2cccs2)oc1NCc1ccccc1,1.2,-4.2,22,+,-14,-14,0.1,-1.1,-195
COc1ccccc1-c1cnc(C(O)c2ccc(C(C)(C)C)cc2)[nH]1 (stereo not drawn),0.6,nt,-4,0,-5,-8,0.0,-2.3,14
Cc1nc2ccccn2c(=O)c1NC(=O)COc1ccccc1,-0.5,nt,31*,5,-11,3,0.2,-0.9,14
O=C(NCCCNC(=O)c1cnccn1)c1ccc(Br)cc1,3.6,-1.0,4,-2,3,-6,-1.1,-0.1,-2
CC(C(=O)OCC(=O)c1cccc([N+](=O)[O-])c1)N1C(=O)C2C3C=CC(C3)C2C1=O (stereo not drawn),-0.8,-0.8,7,-1,-3,-21,-2.2,-1.8,6
COc1ccc(N(CC(=O)Nc2nccs2)S(=O)(=O)c2c(C)[nH]c(=O)[nH]c2=O)cc1,nt,1.1,-6,-3,3,2,0.2,-2.7,5
C=CCN1C(=O)C2(OCCCO2)c2cc(C)ccc21,-0.7,0.7,2,-1,-1,?,-2.1,0.5,-4
COc1cc(CNC2CCCCCCC2)cc(Br)c1OCC#N,nt,-0.3,4,4,5,-16,-0.6,-1.5,-13
Nc1cccnc1Sc1cc(Cl)c(Cl)cc1Cl,-2.1,0.9,3,1,7,-3,0.1,0.6,5
CCn1c(SCC(=O)Nc2cc3oc4ccccc4c3cc2OC)nnc1-c1cccs1,0.4,-0.3,15,3,3,14,?,-2.4,-10
Cc1ccccc1CC(=O)Nc1cccc(S(=O)(=O)N2CCCC2)c1,0.2,2.1,-1,1,8,4,-0.1,-2.6,4
CCn1c(=N)n(CC(=O)OC)c2ccccc21,-4.9,3.4,4,-3,1,-11,-2.2,0.8,5
Cc1ccc(/C=N/NC(=O)CSc2nc3ccccc3n2Cc2ccccc2)o1,nt,1.6,5,-2,-8,-3,-0.1,-9.1,4
Cc1cccc(NC(=O)COC(=O)c2ccccc2-c2nc3ccccc3s2)c1C,nt,0.2,-8,0,5,-1,-0.4,-0.4,-3
COc1ccc2c(c1)CCc1c(C(=O)NCc3ccco3)noc1-2,nt,-3.2,8,1,nt,-3,?,-2.0,nt
COc1ccc2nc(C)cc(SCC(=O)OC(C)C)c2c1,nt,-0.3,-1,3,8,-4,-0.7,-1.2,10
CCCCn1c(N)c(N(CCC(C)C)C(=O)c2cc(-c3ccco3)nc3ccccc23)c(=O)[nH]c1=O,-1.2,-1.1,4,6,-2,-4,-1.4,-1.4,11
CC1CCCCN1C(=O)c1ccc(CS(=O)(=O)Cc2ccccc2)cc1 (stereo not drawn),4.0,-7.7,-4,-4,3,-11,-3.3,-0.4,11
C[C@@H]1CN([C@H](C)CO)C(=O)c2cc(NC(=O)Nc3ccc(F)cc3)ccc2O[C@H]1CN(C)C(=O)Nc1ccc(C(F)(F)F)cc1,-1.2&-1.5,-1.7,7,0,nt,1,0.5,-5.3,nt
CN(C)c1ccc(C(=O)OCC(=O)NCCC2=CCCCC2)cc1,nt,-0.9,9,2,-9,-4,-0.8,-3.2,24
CN(C)CCCNC(=O)/C(=C\C=C\c1ccccc1)NC(=O)c1ccc([N+](=O)[O-])cc1,nt,2.3,34*,-2,-24,-6,-0.8,-0.6,0
COC(=O)c1ccc2nc(-c3ccc(OC)c(OC)c3)c(Cc3cccc(F)c3)n2c1,nt,nt,nt,nt,-4,-6,0.7,nt,8
Cc1ccccc1Oc1ccc(-c2nc(N)nc(N)n2)cc1,-0.2,1.0,-5,2,7,-25,-0.2,-6.0,7
COc1ccc(OC)c(NC(=O)c2ccc(CN3CCOCC3)cc2)c1,1.1,-2.3,-3,-2,4,7,-0.5,-4.8,-2
COc1ccc(NC(=O)C2CCN(C(=O)[C@@H]3Cc4ccccc4CN3C(=O)OC(C)(C)C)CC2)cc1,1.6,-3.4,4,-2,-7,-4,0.3,-2.6,11
CC(=O)CSc1ccc(-c2nc3cc(C)c(C)cc3[nH]2)cn1,nt,0.1,18,8,-4,-1,0.4,-7.5,2
COc1ccccc1C(=O)NCC(=O)N1CCN(c2ncccn2)CC1,-0.4,0.9,3,-2,-2,2,0.1,nt,-3
COc1ccc(N2CCN(S(=O)(=O)c3cc(C)ccc3OC)CC2)cc1,nt,1.2,1,-1,4,-4,-0.4,1.0,-2
COc1ccc(Cc2nnc(NC(=O)Cc3cccs3)s2)cc1OC,nt,-5.1,-15,-7,-3,18,0.3,-4.3,-6
Cc1ccc(NC(=O)C2CCCN2C(=O)c2cccs2)cc1C (stereo not drawn),0.4,-1.0,1,0,1,nt,nt,0.2,0
N/C(=N\S(=O)(=O)c1ccccc1)c1ccc([N+](=O)[O-])cc1,nt,2.5,-4,1,-39,3,0.0,-3.4,3
CCC(C)N(NC(C)=O)c1nc(Cl)nc(NC(C)(C)C)n1 (stereo not drawn),-2.3,3.2,8,-1,1,-8,-0.4,-0.4,10
O=C(NCC1CCCO1)C1CCN(C2CCN(C(=O)Cc3ccsc3)CC2)CC1 (stereo not drawn),-1.9,-0.2,-4,0,3,-4,-0.6,-2.0,-17
O=C(C[n+]1ccc(/C=N/O)cc1)NCc1ccccc1,nt,0.8,8,4,-9,5,0.0,0.2,-8

# A portion from further up, as a working copy:
SMILES,Mtb BioA inh,UGM FP inh,GDH-TPI inh,FBA Mtb inh,PrPC TRFRET,BoNT F protease,BoNT-A LC inh2,FadD28 binding,CCHFV vOTU inh
COc1ccc2c(c1)CCc1c(C(=O)NCc3ccco3)noc1-2,nt,-3.2,8,1,nt,-3,?,-2.0,nt
COc1ccc2nc(C)cc(SCC(=O)OC(C)C)c2c1,nt,-0.3,-1,3,8,-4,-0.7,-1.2,10

# Next results
SMILES,Mtb BioA inh,UGM FP inh,GDH-TPI inh,FBA Mtb inh,PrPC TRFRET,BoNT F protease,BoNT-A LC inh2,FadD28 binding,CCHFV vOTU inh
O=C(COC(=O)CCN1C(=O)c2cccc([N+](=O)[O-])c2C1=O)NC1CCS(=O)(=O)C1 (stereo not drawn),nt,nt,-4,2,5,0,-1.0,0.7,-5
Cc1c(C(=O)NCc2ccco2)oc2ccc(Br)cc12,3.6,nt,-5,6,8,7,-4.4,1.4,3
O=C(Cc1ccccc1)NNc1c2ccccc2nc2ccccc12,nt,-2.3,9,25,-12,-4,-0.5,0.8,-5
CN(C)c1ccc(/C=N/NC(=S)NCc2ccco2)cc1,1.5,-1.0,5,25,2,1,-0.3,-4.0,-19
O=C(CCC1CCCN(Cc2ccc3c(c2)CCO3)C1)NCc1ccc(F)c(F)c1 (stereo not drawn),1.5,-0.1,0,22,-4,-4,-0.6,-1.2,-4
COC(=O)COc1cccc2c(=O)n(CC(=O)NCCc3ccc(OC)c(OC)c3)ccc12,-2.6,1.7,9,0,-3,-8,-0.4,-2.6,6
Cc1ccc(SCC(=O)N2CCOCC2)cc1,-2.7,2.1,1,1,6,0,0.2,-3.0,-2
NC(=O)COC(=O)c1oc2ccccc2c1CSc1ccc(Cl)cc1,0.7,-0.6,-3,4,1,-3,-0.4,-0.7,7
COc1ccccc1NC1=C(Cl)C(=O)N(c2ccccc2)C1=O,-1.4,-1.5,7,-2,11,-10,-0.7,-2.7,-10
O=C(CCC(=O)NNC(=O)c1ccc(Cl)cc1Cl)NCc1ccccc1,-2.2,1.8,8,7,1,-2,1.0,-1.5,2
CCN(CC(=O)Nc1c(F)cccc1F)C(=O)/C=C/c1ccc(C)o1,2.2,2.4,25,-4,1,22,11,1.1,3
CCOC(=O)N1CCN(C(c2ccc(F)cc2)c2sc3nc(C)nn3c2O)CC1 (stereo not drawn),-1.5,-2.5,2,0,-4,-5,-1.3,-0.7,6
Cc1cccc(/C=N/Nc2cc(N3CCOCC3)nc(N3CCOCC3)n2)c1,nt,-3.3,30,-2,0,-11,-0.9,0.3,-10
